# NCI-60 one-dose screen, 48 h, at 10 µM unless noted. Numbers give growth in % (100 = growth as untreated, 0 = no growth, -100 = all killed).
# U251: U251 CNS tumor cells | AID 1794753 | 5.4% of 80,000 active
# PC-3: PC-3 prostate cancer cells; AID 1794754; 3.9% of 80,000 active
# SF-268: SF-268 CNS cancer cells; 3.1% of 82,000 active
# HCC-2998: HCC-2998 colon cancer; 4.7% of 79,000 active
# SF-539: SF-539 CNS cancer; 6.8% of 81,000 active
# SNB-19: SNB-19 CNS cancer cells. 2.5% of 81,000 active. AID 1794751
# SNB-75: SNB-75 CNS cancer; 5% of 79,000 active
# SF-295: SF-295 CNS cancer cells | 5.6% of 79,000 active
# The depositor's hits bear a star; nt = no result given; & = joins results of further samples; [ ] = remark or other dose. How the source made its calls: active means growth percent below 10; inactive means the rest.
No.	smiles	SF-295	SNB-19	SNB-75	SF-268	U251	SF-539	HCC-2998	PC-3
1	O=C(/C=C/c1cccc(Br)c1)c1cccc(OCCCCOc2cccc(C(=O)/C=C/c3cccc(Br)c3)c2)c1	107	94	97	100	105	104	118	104
2	Cc1ccc(-n2nc3c(c(C#N)c2=O)CC(c2ccccc2[N+](=O)[O-])C([N+](=O)[O-])=C3O)cc1 (stereo not drawn)	105	92	80	86	91	97	116	88
3	COc1ccc(NC(=O)CSc2nnc(-c3ccc(Cl)cc3)n2-c2ccccc2)cc1	99	91	102	100	97	99	106	104
4	Cc1c(C(=O)NN2CCCCC2)nn(-c2ccc(Cl)cc2Cl)c1-c1ccc(Cl)cc1	68	91	81	81	53	99	102	54
5	Cc1ccc(-c2nc(NS(=O)(=O)c3ccccc3)nc(Nc3ccc(Cl)cc3)c2C#N)cc1	99	98	95	109	110	108	119	97
6	CCCCCCOc1ccc(/C=N/NC(N)=S)cc1	nt	80	59	47	58	17	72	49
7	Cc1c(C(=O)/C=C/Nc2ccc(C(=O)O)cc2)sc2nc3ccccc3n12	94	101	92	102	105	98	113	103
8	CC(=O)c1ccc2cc3c(cc2c1)OCO3	107	104	125	105	112	95	nt	102
9	CC1=C([Se]CC(OC(=O)c2ccc(-c3c4nc(c(-c5ccccc5)c5ccc([nH]5)c(-c5ccccc5)c5nc(c(-c6ccccc6)c6ccc3[nH]6)C=C5)C=C4)cc2)C(=O)NC(C)(C)C)C(=O)c2ccccc2C1=O (stereo not drawn)	110	109	80	89	105	99	103	85
10	O=C(O)CN1CCc2c(sc3ncnc(N/N=C/c4cccc(Br)c4)c23)C1	102	99	102	104	104	106	112	106
11	Cc1nn(-c2ccccc2)c(N2CCCCC2)c1-c1nc2ccccc2[nH]1	91	92	83	96	88	94	105	82
12	O=C1Nc2cc(-c3ccc(NS(=O)(=O)c4ccc([N+](=O)[O-])cc4)cc3)ccc2/C1=C/c1ccc[nH]1	-33*	31	34	47	-62*	-54*	32	26
13	Nc1cc(Cl)ccc1N1C(=O)CCC1=O	106	98	76	106	97	104	101	93
14	CC1=C(C(=O)Nc2ccccc2)C(c2ccc3c(c2)OCO3)NC(=S)N1 (stereo not drawn)	105	96	107	106	104	102	109	95
15	CC(=O)OCC(COC(C)=O)OC(C)=O	114	108	115	107	106	nt	105	99
16	COc1cc(-c2nn(C(C)(C)C)cc2-c2ccnc(NCCCNS(=O)(=O)c3ccc(C)cc3)n2)ccc1Cl	88	100	55	64	92	91	115	58
17	Cn1c2c(cc(S(=O)(=O)c3ccccc3)c1=O)CCc1c-2cnn1Cc1ccccc1	88	93	89	109	nt	91	118	91
18	CCOc1nc(-c2ccccc2)cc2c(O)c(C(=O)NN)[nH]c(=O)c12	107	106	86	86	106	97	nt	83
19	Cc1c(Br)sc2ccccc12	92	103	93	103	nt	106	104	93
20	COc1ccc(-c2n[nH]nc2-c2cc(OC)c3c(c2)OCO3)cc1	nt	49	25	17	1.1*	-40*	-3.7*	-7.1*
21	CCOc1ccc(Br)cc1/C=C1\SC(=S)N(NC(=O)Cc2ccccc2Nc2c(Cl)cccc2Cl)C1=O	101	100	101	97	95	113	108	68
22	COc1ccc2cc(-c3nc(C)c(C(C)=O)c(-c4ccc(C)cc4)n3)ccc2c1	100	93	99	101	94	90	109	86
23	COc1ccc(N2N=C(c3ccc4c(c3)OCCO4)CC2c2cccc(NC(=O)CCCNS(=O)(=O)c3ccc(F)cc3)c2)cc1 (stereo not drawn)	65	69	42	56	75	78	77	52
24	O=C(/C=C/c1ccccc1)n1nc(-c2ccccc2)nc1-c1ccccc1	nt	102	87	110	nt	92	119	96
25	Cc1cc(C)c2[nH]c(O)c(N=NC(=O)Cc3c[nH]c4ccccc34)c2c1	43	65	nt	82	63	84	93	75

# Single records, from the list above. Order of values: SF-295, SNB-19, SNB-75, SF-268, U251, SF-539, HCC-2998, PC-3
# Results for COc1ccc(NC(=O)CSc2nnc(-c3ccc(Cl)cc3)n2-c2ccccc2)cc1 = 99, 91, 102, 100, 97, 99, 106, 104
# Results for CC(=O)OCC(COC(C)=O)OC(C)=O = 114, 108, 115, 107, 106, nt, 105, 99

# The list goes on.
No.	smiles	SF-295	SNB-19	SNB-75	SF-268	U251	SF-539	HCC-2998	PC-3
26	C(CCCCCN1CCOCC1)CCCCN1CCOCC1	111	97	80	104	92	117	96	83
27	O=C1/C(=C/c2ccc(O)c(O)c2)SC(=S)N1CCc1ccc(O)cc1	89	70	67	65	48	76	88	nt
28	S=C(Nc1cccc(Cl)c1)Nc1cccc(Cl)c1	92	nt	75	90	92	102	93	79
29	Nc1nc(Nc2ccc(F)c(Cl)c2)c2c(n1)-c1ccoc1CC2	78	97	111	nt	93	110	107	96
30	O=C(NNc1ccccc1)c1ccccn1	95	94	92	78	89	93	91	82
31	O=S(=O)(c1ncsc1-c1ccccc1)N1CCN(c2ccccc2)CC1	100	97	78	97	103	103	106	100
32	Nc1ncnc2c1N=C(c1ccc(Cl)cc1)CC(c1cccc(Nc3ccnc4cc(Cl)ccc34)c1)N2 (stereo not drawn)	67	80	60	53	50	76	70	55
33	O=C1/C(=C/c2ccc(OCCCOc3ccccc3)cc2)N=C2SCCCN12	92	92	92	97	85	102	93	83
34	Nc1ccc(C(=O)NCCSCCN2CCOCC2)cc1	109	102	117	102	94	105	111	97
35	CC1(C)CC(=O)C2=C(C1)N(Cc1ccc(C(=O)O)cc1)C1=C(C(=O)CC(C)(C)C1)C2c1cccc([N+](=O)[O-])c1	106	111	108	110	111	109	112	114
36	CC[C@@H](C)[C@H](NC(=O)Cn1cc(CNC(=O)[C@@H](NC(=O)OCc2ccccc2)C(C)C)nn1)C(=O)O	94	106	101	114	104	105	101	97
37	COc1cc(/C=N/n2c(COc3ccccc3)nc3ccccc3c2=O)ccc1O	105	92	87	90	102	96	102	97
38	CC(C)CN(CC(C)C)c1ccc([N+](=O)[O-])cc1[N+](=O)[O-]	88	102	87	112	99	101	91	66
39	COc1cc(C(=O)NNC(C)C)cc(OC)c1OC	102	104	89	98	103	95	107	104
40	O=c1c2ccccc2nc(COc2ccccc2)n1NS(=O)(=O)c1ccc(Cl)cc1	97	80	37	89	88	87	78	83
41	COc1ccc(NCc2cc(OC)c(OC)c(OC)c2)cc1OC	99	107	85	100	96	90	109	88
42	Cc1cc2nc3c4cc([N+](=O)[O-])ccc4n(CCN(C)C)c3nc2cc1C	0.6*	8.5*	-6.6*	-0.9*	1.9*	-14*	-37*	-0.3*
43	Nc1ccc2c(O)c(N=Nc3ccc([N+](=O)[O-])cc3)c(S(=O)(=O)O)cc2c1	96	100	85	102	105	99	104	94
44	C[C@@H]1NC(=O)[C@H](Cc2ccccc2)N(Cc2cccnc2)C1=O	97	96	85	104	91	101	106	94
45	c1cc(NCCN2CCOCC2)c2ccc3c(ccc4c(NCCN5CCOCC5)ccnc43)c2n1	105	90	92	102	108	93	95	89
46	O=C(Cn1cc(COc2ncnc3sc4c(c23)CCCC4)nn1)Nc1ccccc1F	90	98	nt	95	95	102	116	91
47	C=NC(C(=O)NC1C(=O)N2C1SC(C)(C)C2C(=O)O)c1ccccc1 (stereo not drawn)	101	107	91	115	109	99	121	106
48	COc1cccc(CN2CCN(N=O)CC2)c1	92	108	87	109	nt	98	104	103
49	CCCCCCCCCc1cc(CN2CCCCC2)c(O)c(CN2CCCCC2)c1	65	nt	61	72	45	61	68	54
50	O=c1cc(/C=N\Nc2nc(-c3ccc(Cl)cc3)cs2)c2cc(Cl)ccc2o1	103	97	92	100	104	96	104	91

# Grouped by structure: the compounds so far containing an NH in an aromatic ring
No.	smiles	SF-295	SNB-19	SNB-75	SF-268	U251	SF-539	HCC-2998	PC-3
9	CC1=C([Se]CC(OC(=O)c2ccc(-c3c4nc(c(-c5ccccc5)c5ccc([nH]5)c(-c5ccccc5)c5nc(c(-c6ccccc6)c6ccc3[nH]6)C=C5)C=C4)cc2)C(=O)NC(C)(C)C)C(=O)c2ccccc2C1=O (stereo not drawn)	110	109	80	89	105	99	103	85
11	Cc1nn(-c2ccccc2)c(N2CCCCC2)c1-c1nc2ccccc2[nH]1	91	92	83	96	88	94	105	82
12	O=C1Nc2cc(-c3ccc(NS(=O)(=O)c4ccc([N+](=O)[O-])cc4)cc3)ccc2/C1=C/c1ccc[nH]1	-33*	31	34	47	-62*	-54*	32	26
18	CCOc1nc(-c2ccccc2)cc2c(O)c(C(=O)NN)[nH]c(=O)c12	107	106	86	86	106	97	nt	83
20	COc1ccc(-c2n[nH]nc2-c2cc(OC)c3c(c2)OCO3)cc1	nt	49	25	17	1.1*	-40*	-3.7*	-7.1*
25	Cc1cc(C)c2[nH]c(O)c(N=NC(=O)Cc3c[nH]c4ccccc34)c2c1	43	65	nt	82	63	84	93	75

# The list goes on:
No.	smiles	SF-295	SNB-19	SNB-75	SF-268	U251	SF-539	HCC-2998	PC-3
51	N=C(N)c1ccc(-c2ccc(/C=C/c3ccccc3)s2)cc1	-62*	24	24	61	-47*	17	-64*	53
52	CC(=O)N=C1CSc2ccccc2N1C	135	109	80	110	112	99	112	92
53	C=CCNC(=O)/C(=C/c1cccc([N+](=O)[O-])c1)NC(=O)c1ccccc1	103	91	88	99	97	92	78	95
54	Cc1cc2c(c(C)n1)CN(C(=O)Nc1nc(-c3cncs3)ccc1N)C2	100	99	90	101	87	86	107	104
55	CCn1cc(C(=O)NNC(=S)Nc2ccc(OC)cc2)c(=O)c2ccc(C)nc21	93	93	79	93	97	100	88	90
56	CN(C)c1ccc(C(=S)c2ccc(N(C)C)cc2)cc1	80	73	78	80	62	77	71	71
57	O=S(=O)(NCCCNc1nccc(-n2ccc3cccnc32)n1)c1ccc(Br)cc1	104	102	nt	95	106	103	121	96
58	COc1ccc(/C=C2\Cc3c(F)ccc(Br)c3C2=O)cc1OC	97	97	92	100	100	100	111	88
59	O=S(=O)(Nc1nc2ccccc2[nH]1)c1ccc2ccccc2c1	95	93	90	89	98	99	102	89
60	O=NN(c1cccc(C(F)(F)F)c1)c1ccccn1	nt	94	83	109	nt	103	102	100
61	CC(=O)O[C@H]1C[C@@]2(C)[C@@H](C[C@@H](O)C3[C@]2(C)CC[C@H]2[C@H](C)[C@H](O)CC[C@]32C)/C1=C(/CCC=C(C)C)C(=O)O (stereo partly drawn)	105	110	98	116	101	101	102	89
62	CCCCCN(CCCCC)CC(O)c1ccc2cc(Br)c3ccccc3c2c1 (stereo not drawn)	74	nt	78	82	87	85	104	83
63	Cc1cc(O)c(C(C)C)cc1N=Cc1ccccc1[N+](=O)[O-]	nt	95	90	103	104	94	93	90
64	COc1cc2c(cc1OC)C1CC(C)=C(c3ccccc3)CN1CC2 (stereo not drawn)	75	107	83	102	96	97	94	83
65	O=C(O)CC(=O)O	98	101	102	106	100	103	102	99
66	O=[N+]([O-])c1cccc(N=NNc2cccc([N+](=O)[O-])c2)c1	96	92	94	93	83	98	104	86
67	O=C1NC(=O)c2c1c1c3cc(Br)ccc3[nH]c1c1oc3ccc(F)cc3c21	-64*	-17*	-12*	-23*	-55*	-69*	-9.5*	-66*
68	CC1(C)C(=O)/C(=C\c2ccco2)C[C@]2(C)[C@H]3CC=C4[C@@H]5C[C@](C)(C(=O)O)CC[C@]5(C)CC[C@@]4(C)[C@]3(C)CC[C@@H]12	-49*[100 µM]	-92*[100 µM]	-83*[100 µM]	-78*[100 µM]	-81*[100 µM]	-77*[100 µM]	-90*[100 µM]	-32*[100 µM]
69	COc1ccc2[nH]cc(-c3nn4cc(-c5cccnc5)nc4s3)c2c1	93	99	65	89	106	94	106	92
70	CCCCSc1nc(N)nc2nc[nH]c12	99	95	101	104	95	98	102	95
71	O=C(/C(=C/c1ccc(F)cc1)c1ccccc1)c1ccccc1	103	90	72	101	96	106	nt	90
72	C[C@H](N)[C@H](O)c1cccc(O)c1	111	106	94	105	109	112	99	87
73	Nc1[nH]c(=O)[nH]c(=O)c1N=Nc1ccc(S(=O)(=O)Nc2ccccn2)cc1	93	105	98	109	104	94	108	96
74	CCOc1ccc(-n2nc(C(=O)NCc3ccc(OC)c(OC)c3)nc2-c2cc(OC)c(OC)c(OC)c2)cc1	90	90	53	91	94	89	102	78
75	O=c1nc2sc3cc(F)ccc3cc-2s1	86	95	90	97	95	92	99	nt
76	CC(=O)C(C(C)=O)c1nc2sc3cc(Cl)ccc3n2c(=N)c1C#N	98	79	41	78	82	96	106	65
77	CC(=O)N[C@@H](CO)CC(=O)c1ccc2c(c1N)C=CC(C)(C)O2	nt	93	66	101	103	99	104	78
78	NC(=S)N/N=C/c1ccc([N+](=O)[O-])cc1	100&110	101	94&92	100&104	94&95	105&107	103&100	81&97
79	O=C(Nc1cccc2[nH]c(C(F)(F)F)nc12)c1ccco1	94	135	88	100	93	94	107	nt
80	C=C(C)[C@@H]1CC[C@]2(C)[C@H](CC=C3[C@@H]4CC(C)(C)CC[C@]4(C=O)CC[C@]32C)[C@@]1(C)CCCN	93	89	88	83	70	89	40	47
81	O=C1/C(=N\c2nnc(-c3ccc(Cl)cc3)s2)c2ccccc2N1Cc1ccccc1	98	98	96	111	96	94	95	94
82	Cc1ccc(S(=O)(=O)N(C)c2c(Br)cc(Br)cc2C(N)=O)cc1	101	105	74	110	108	102	106	87
83	O=C(CC1(O)C(=O)Nc2ccccc21)c1cccnc1 (stereo not drawn)	108	95	92	95	102	94	114	86
84	[O-][N+](=Nc1ccc(Br)cc1)c1ccc(Br)cc1	105	101	93	99	96	89	98	89
85	Cc1ccccc1NC(=O)n1c(=O)cc(C)c2ccc(O)cc21	99	106	95	98	100	95	111	101
86	O=C1/C(=C/c2ccccc2[N+](=O)[O-])Oc2ccc(O)c(O)c21	85	70	66	60	54	29	58	44
87	O=Cc1ccc2ccccc2c1	103	109	99	105	99	110	100	91
88	O=c1c2ccccc2c2nccn2c2cc(Cl)ccc12	86	119	73	92	105	94	67	72
89	O=C(Nc1ccc(C(F)(F)F)cc1)Nc1ncccc1OCc1ccccc1Cl	108	98	87	100	93	102	103	79
90	O=C1NC(=O)C(c2ccccc2)(c2ccc(Cl)cc2Cl)N1 (stereo not drawn)	107	104	nt	103	99	105	101	96
91	COc1cc(C2=NN(C(C)=O)C(c3cccc(Nc4ccnc5cc(C(F)(F)F)ccc45)c3)C2)cc(OC)c1OC (stereo not drawn)	54	61	76	53	59	77	72	25

# Bioassay records as filed in PubChem.
